MBNL1 CUG block = qHTS Assay for Inhibitors of MBNL1-poly(CUG) RNA binding; Muscleblind-like protein 1 (Homo sapiens), Q9NR56; TR-FRET MBNL1-His/biotin-(CUG)12 binding, 665/545 ratio; Potency, µM (doses to about 57.5 µM), inactives show top-dose activity change, negative = inhibition, hits mostly inhibitors; 0.036% of 280,000 active; active means well fitted inhibition curve with a large enough effect in the signal ratio, with a control signal flat, not every such curve was filed as active; inconclusive means small, poorly fitted or top-dose-only effect, or effect the other way, or a change in a side signal; inactive means no such curve, though single readings can be large or run the other way; the % refers to the signal ratio; further: potency means the concentration at half of the fitted maximal effect; on the % scale 0 is the no-effect control and ±100 the full control effect
Target sequence (Q9NR56 whole entry, looked up): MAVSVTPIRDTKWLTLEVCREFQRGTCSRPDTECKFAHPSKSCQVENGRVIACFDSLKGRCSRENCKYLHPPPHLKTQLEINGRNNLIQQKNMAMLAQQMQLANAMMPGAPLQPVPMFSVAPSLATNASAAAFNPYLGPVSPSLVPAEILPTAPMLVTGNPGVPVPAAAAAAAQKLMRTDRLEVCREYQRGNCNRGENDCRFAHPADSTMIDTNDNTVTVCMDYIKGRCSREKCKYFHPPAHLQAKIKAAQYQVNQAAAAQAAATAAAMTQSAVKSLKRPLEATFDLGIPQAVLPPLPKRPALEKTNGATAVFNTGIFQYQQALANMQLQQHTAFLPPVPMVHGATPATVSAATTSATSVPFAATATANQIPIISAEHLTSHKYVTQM
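TR-FRET readout: Ex 340 nm, 665/545 nm emission ratio, normalized to buffer-only (basal) and MBNL1-(CUG)12 controls. Complex of MBNL1-His with Biotin-(CUG)12, compounds 92 nM–58 uM, incubated 60 min at room temperature.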
FLuc modulator = qHTS profiling assay for firefly luciferase inhibitor/activator using purifed enzyme and Km concentrations of substrates (counterscreen for miR-21 project). AID 588342, 2011. Luciferin 4-monooxygenase (Photinus pyralis), P08659. 6.9% of 360,000 active. Potency, µM (doses to about 57.5 µM), for the others: top-dose activity change, negative = inhibition, actives largely listed as inhibitors. purified FLuc, Km substrates, luminescence inhibition;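 further: potency means the concentration at half of the fitted maximal effect; plate controls were vehicle for no effect and reference inhibitor for full effect; nearly all actives have a fitted effect of over 55% in size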
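Purified P. pyralis luciferase (10nM final) with 10uM D-luciferin and 10uM ATP (Km levels) in 50mM Tris acetate pH 7.5, 10mM Mg acetate, 0.01% Tween-20, 0.05% BSA; qHTS 6-point titration, ~60 µM downward; luminescence read.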
Menin MLL FP TR = qHTS Assay for Inhibitors Targeting the Menin-MLL Interaction in MLL Related Leukemias: Competition With Texas Red Labeled MLL-derived Mutant Peptide; Menin + Texas Red MLL mutant peptide, fluorescence polarization; Potency, µM (titrated, usually from 61.6 µM), for the others: top-dose FP activity change, negative = inhibition, hits mostly inhibitors; 0.23% of 270,000 active; active means well fitted inhibition curve with a large enough effect in the polarisation, with a control signal flat, not every such curve was filed as active; inconclusive means small, poorly fitted or top-dose-only effect, or effect the other way, or a change in a side signal; inactive means no such curve, though single readings can be large or run the other way; the % refers to the polarisation; further: potency means the concentration at half of the fitted maximal effect; % of control where 0% means no effect; many of its hits are not listed in these tables
Target sequence (O00255 whole entry, looked up): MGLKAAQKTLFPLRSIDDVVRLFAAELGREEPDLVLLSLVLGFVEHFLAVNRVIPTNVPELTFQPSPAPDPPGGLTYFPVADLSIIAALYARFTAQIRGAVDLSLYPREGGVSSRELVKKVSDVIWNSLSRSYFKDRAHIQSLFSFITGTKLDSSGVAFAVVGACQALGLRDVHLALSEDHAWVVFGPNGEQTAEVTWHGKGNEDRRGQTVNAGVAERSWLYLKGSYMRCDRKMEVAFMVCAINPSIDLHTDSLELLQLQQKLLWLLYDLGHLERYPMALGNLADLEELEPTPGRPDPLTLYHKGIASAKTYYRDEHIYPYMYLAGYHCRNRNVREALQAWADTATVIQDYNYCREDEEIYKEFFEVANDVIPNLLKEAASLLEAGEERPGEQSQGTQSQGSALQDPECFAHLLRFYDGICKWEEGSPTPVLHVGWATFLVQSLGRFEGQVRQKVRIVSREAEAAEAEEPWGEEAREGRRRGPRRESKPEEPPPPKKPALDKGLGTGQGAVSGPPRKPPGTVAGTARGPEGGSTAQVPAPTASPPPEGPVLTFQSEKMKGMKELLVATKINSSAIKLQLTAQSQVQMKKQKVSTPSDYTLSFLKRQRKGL
Rab9 prom act = qHTS Assay for Rab9 Promoter Activators. Huh7 Rab9 promoter-luciferase reporter, luminescence, 24 h. Potency, µM (doses to about 9.22 µM), without a hit: top-dose activation, negative = inhibition, hits mostly activators. 2.8% of 320,000 active; further: potency means the concentration at half of the fitted maximal effect; % of control where 0% means no effect; nearly all actives have a fitted effect of over 60% in size
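Rab9 promoter-driven luciferase in stably transfected Huh7 cells; 1500 cells/well rested 2 h, exposed to compound in DMSO for 24 h at 37 °C, 5% CO2. Luminescence read 10 min after adding luciferase reagent at ambient temperature.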
VP16 counter = VP16 counterscreen qHTS for inhibitors of ROR gamma transcriptional activity; AID 2546, 2010; 3.5% of 310,000 active; Drosophila S2 Gal4-VP16 UAS-luciferase, luminescence, 20 h; Potency, µM (highest dose often 53.6 µM), for inactives: top-dose activity, negative = inhibition, hits mostly inhibitors;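 further: Gal4-VP16 expression switched on by copper sulfate through the metallothionein promoter; potency means the concentration at half of the fitted maximal effect; on the % scale 0 is the no-effect control and ±100 the full control effect; nearly all actives have a fitted effect of over 50% in size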
RORg inh = qHTS for inhibitors of ROR gamma transcriptional activity; Nuclear receptor ROR-gamma (Mus musculus), P51450; Drosophila S2 Gal4-RORgamma UAS-luciferase reporter, 20 h; Potency, µM (top dose mostly 53.6 µM), inactives show at the top dose activity change, negative = inhibition, hits mostly inhibitors; 5.4% of 310,000 active; further: potency means the concentration at half of the fitted maximal effect; on the % scale 0 is the no-effect control and ±100 the full control effect; nearly all actives have a fitted effect of over 60% in size
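Luminescence from a UAS-regulated Photinus luciferase reporter in stably transfected Drosophila Schneider cells is measured; decreased signal marks ROR gamma inhibition. Fusion expression is induced by 700 uM copper sulfate for 20 hr.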
PKM2 activator = qHTS Assay for Activators of Human Muscle isoform 2 Pyruvate Kinase | Pyruvate kinase PKM (Homo sapiens), P14618 | purified PKM2, Kinase-Glo ATP luminescence, activation; response scale: 0% is enzyme alone, no compound | Potency, µM (series often up to 57.5 µM), for the others: at the top dose activation, hits mostly activators | 0.34% of 260,000 active; further: potency means the concentration at half of the fitted maximal effect; on the % scale 0 is the no-effect control and ±100 the full control effect; nearly all actives have a fitted effect of over 55% in size
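Purified hPK-M2 (>95% pure) converted ADP (0.1 mM final) to ATP with 0.5 mM PEP in 50 mM imidazole pH7.2, KCl, MgCl2, Tween 20, BSA; 1 h at room temperature. ATP detected by Kinase-Glo luminescence.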
ELG1 repair inh = qHTS screen for small molecules that inhibit ELG1-dependent DNA repair in human embryonic kidney (HEK293T) cells expressing luciferase-tagged ELG1; AID 504467, 2011; HEK293T ELG1-luciferase reporter, luminescence, 16 h; DNA damage induced by 5-fluorouridine; Potency, µM (doses to about 46.1 µM), without a hit: at the highest dose activity change, negative = inhibition, actives largely listed as inhibitors; 2.3% of 330,000 active; further: potency means the concentration at half of the fitted maximal effect; on the % scale 0 is the no-effect control and ±100 the full control effect; nearly all actives have a fitted effect of over 55% in size
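Quantitative HTS, concentration-response format. 2,000 cells/well co-treated with 5-fluorouridine and compound, 16 hr in 5% CO2 at 37 °C; ONE-Glo luminescence read after 30 min.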
KCNH2 3.1 inh = qHTS for Inhibitors of KCHN2 3.1: Mutant qHTS | 0.95% of 340,000 active | U2OS KCNH2 3.1, thallium flux FluxOr; active compounds read low | AID 720553, 2013 | activity change, % (tested at about 1.8 µM) | Potassium voltage-gated channel subfamily H member 2, brain isoform KCNH2 3.1 (human);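 active means maximum activity change below -70%; inconclusive means maximum activity change from -70% to -50%; inactive means maximum activity change above -50%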;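 further: thallium influx rate constant from kinetic fluorescence after stimulation buffer; on the % scale 0 is the no-effect control and ±100 the full control effect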
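FluxOr-based Tl+ influx in U2OS cells transduced with KCNH2 3.1 virus; rate constants normalized to DMSO controls.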
NPC1 prom act = qHTS Assay for NPC1 Promoter Activators; 2.4% of 320,000 active; Huh7 NPC1 promoter luciferase reporter, 24 h; AID 485313, 2010; Potency, µM (highest dose often 9.22 µM), without a hit: at the highest dose activation, hits mostly activators;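 further: potency means the concentration at half of the fitted maximal effect; % of control where 0% means no effect; nearly all actives have a fitted effect of over 60% in size; reporter is driven by a mutant NPC1 promoter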
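Huh7 reporter cells (NPC1 promoter driving luciferase) are dosed with compound for 24 h at 37 °C, 5% CO2; luciferase detection reagent is then added and luminescence measured after 10 min at ambient temperature.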
Mito fusion act = qHTS Assay for Small Molecule Inhibitors of Mitochondrial Division or Activators of Mitochondrial Fusion | 0.23% of 320,000 active | S. cerevisiae fusion-defective mutant growth rescue, CellTiterGlo 48 h | Potency, µM (doses to about 46.1 µM), without a hit: top-dose growth rescue (activation), usual class: activators;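 further: potency means the concentration at half of the fitted maximal effect; % of control where 0% means no effect; nearly all actives have a fitted effect of over 45% in size; temperature-sensitive fusion mutants such as fzo1-1 at 37 °C on non-fermentable ethanol glycerol medium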
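Compounds are tested for their ability to restore growth of mitochondrial fusion-defective yeast strains at non-permissive 37C in YPEG medium over 48 hours. Viability is quantified by luciferase luminescence.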
* marks the source's active call; other numbers are inactive results; ? = inconclusive; · = not tested or not shown; [ ] = remark or other dose. Unless noted, the call rests on the fitted dose curve; in most records, active means well fitted curve in the direction sought with a large enough effect; inconclusive means small, poorly fitted or top-dose-only effect, or another doubt; inactive means no such curve, though single readings can be large; an effect the other way counts as inactive or inconclusive.

Value order – PKM2 activator, KCNH2 3.1 inh, Mito fusion act, NPC1 prom act, RORg inh, FLuc modulator, VP16 counter, ELG1 repair inh, MBNL1 CUG block, Rab9 prom act, Menin MLL FP TR
- CCCn1c(C(C)Nc2nc(-c3cc(Cl)c(N)c(Cl)c3)cs2)nc2cc(Cl)c(N3CCCCC3)cc21 (centres undefined)
→ -1%, -6, -10%, -3%, 14µM*, -2%, 1%, 5%, 50%[activator], 0%, 8%
- CC(C)(C)NC(=O)C1c2ccccc2Oc2ccccc21
→ -3%[11.5 µM], -22, 0%, 0%, 4%, 0%, ?, 0%, -4%, -1%, 17%
- C=CCNC(=O)CC(=O)N/N=C/c1ccccc1F
→ -4%, -17, -6%, 1%, 27%, -12%, ?, -3%, -1%, ?, -10%
- Clc1ccc(CN2CCC(Cc3ccccc3)CC2)cc1
→ -3%, 20, 17%, 2%, -30%, 5%, -25%, 15%, -17%, -3%, 0%
- CCCCN(C)CCCNC(=O)CCn1nc(-c2ccccc2)ccc1=O
→ -3%, 7, -2%, -2%, -19%, -1%, -1%, 4%, -5%, -2%, 12%
- CN1CCN(Cc2oc(CO)cc(=O)c2O)CC1
→ 0%, 1, 2%, -3%, 3%, -1%, 4%, 0%, 0%, -2%, 5%
- Cc1ccc(C(=O)N2CCN(C(=O)CN3CCCC3)C2)cc1
→ -15%, 37, 6%, -2%, 39%, -1%, 11%, 10%, 2%, -8%, 0%[11.7 µM]
- O=c1[nH]nc2c3ccccc3cnn12
→ 0%, -6, 4%, 4%, -4%, 2%, 4%, -3%, 6%, 9%, 0%
- Cc1ccc(C)c(N2CCN(CCCNC(=O)Cn3cc4c(n3)CCC(C)C4)CC2)c1 (centres undefined)
→ -4%, -9, -12%, -6%, -32%, 5%, 1%, -8%, ?, -9%, -11%
- O=C(COC(=O)c1cccc(S(=O)(=O)N2CCc3ccccc32)c1)Nc1ncc(Cl)cc1Cl
→ 4%, -25, 12%, 0%, 29%, -1%, 5%, 0%, ·, -2%, -6%
- CCCCC(=O)NC(NC(=O)CCCC)c1ccc(OCCC)c(OC)c1
→ -1%, -2, -1%, -1%, 6%, 2%, -14%, 17%, 15%, 2%, 0%
- CCn1c(NCc2ccco2)nc2c1c(=O)n(C)c(=O)n2C
→ -2%, 8, 4%, -2%, -31%, 2%, -2%, -7%, -13%, 7%, -9%
- CCN(CC(=O)NCc1cccs1)S(=O)(=O)c1ccc([N+](=O)[O-])cc1
→ -3%, 0, -2%, -4%, -21%, 0%, 19%, -7%, ?, 2%, 14%
- O=C(NCC1CCCO1)C1CCN(S(=O)(=O)N2CCCC2)CC1 (centres undefined)
→ 1%, 9, -3%, -5%, 7%, 0%, -3%, -14%, 5%, 2%, 0%
- Cc1ccc(C(=O)N/C(=C\c2ccc(Br)cc2)c2nc(=S)[nH][nH]2)cc1
→ 0%, 9, -18%, -3%, -44%, ?, ?, ?, 5%, 2%, ·
- O=C1/C(=C\c2ccc(-c3ccccc3Cl)o2)SC(=S)N1CC1CCCO1 (centres undefined)
→ 18%, 4, -2%, 10%, -30%, -20%, -8%, 13%, 4%, 14%, ?
- COc1ccc(OC)c(C(c2nnnn2C2CCCC2)N2CCN(c3ccccc3F)CC2)c1 (centres undefined)
→ -2%, -26, -1%, 1%, -14%, 0%, 3%, -16%, -2%, -4%, 5%
- C=CCN(Cc1cc(OC)ccc1OC)C(=O)c1cc2ccc(OC)cc2[nH]1
→ ·, -2, 4%, 0%, 11%, ?, 3%, -21%, 0%, -3%, ?
- COc1ccc(Cl)cc1NC(=O)CN(C)C(=O)C1CCN(C(=O)Nc2ccccc2)CC1
→ ·, 5, -1%, -4%, ·, 2%, ·, -3%, ·, -2%, ·
- COc1ccc(CCNc2oc(-c3cccc4ccccc34)nc2P(=O)(OC)OC)cc1OC
→ 7%, -9, 6%, -5%, 18%, 3%, -15%, ?, -1%, -7%, 2%
- Cc1c(CC(=O)O)c(=O)oc2c(C)c3occ(-c4ccccc4)c3cc12
→ ·, 12, 27%, -3%, 5%, -9%, -6%, 8%, -6%, 3%, -9%
- O=C(Cn1cnc2c(oc3ccccc32)c1=O)NCc1ccccc1
→ -2%, -7, -9%, 1%, 1%, -4%, 4%, 6%, -4%, -2%, 9%
- COc1ccnc(Nc2ccc(C)c(C)c2)c1C#N
→ -5%, -8, -4%, -2%, 14%, -1%, -10%, 27%, 3%, -7%, -2%
- COc1cccc(C2=NN(C(=O)CCCC(=O)O)C(c3cccs3)C2)c1 (centres undefined)
→ 2%, 14, -2%, 1%, -1%, -23%, 0%, 2%, 6%, -4%, ·
- COc1ccccc1C(=O)NC(CCSC)C(=O)NC1CCCCCC1 (centres undefined)
→ -3%, -19, 11%, -3%, 19%, -4%, -14%, -4%, 2%, 1%, -21%
- O=C(O)CCc1nn2c3ccccc3n(CC(=O)c3ccccc3)c2nc1=O
→ -5%, 8, -1%, -1%, 13%, -10%, 8%, ?, 6%, -2%, -3%
- CN(C)S(=O)(=O)Oc1ccsc1C(=O)Nc1cccc(Cl)c1
→ -1%, 0, 3%, -1%, 11%, -4%, -8%, ?, 2%, -8%, -5%
- CCCCC(=O)NCc1ccc(Cl)cc1
→ 2%, -2, 1%, 0%, -5%, -1%, -3%, 2%, -11%, 6%, 13%
- O=C(NCCCN1CCCCC1)c1ccc2c(c1)ncn2C1CCCC1
→ ·, -4, -3%, 27%, 20%, -2%, -7%, ?, -5%, 0%, ·
- CNc1nc(Nc2ccc(C)c(Cl)c2)nc(N)c1[N+](=O)[O-]
→ -10%, 6, 25%, -1%, 35%, 4.8µM*, ?, ?, 0%, ?, ?
- Cc1ccc(C(=O)OC2=CC(=O)CC(C)(C)C2)cc1
→ -18%, 2, 15%, -3%, 9%, 1%, ?, -8%, -12%, -4%, 10%
- CC(=O)Nc1ccc(S(=O)(=O)NCCC(=O)OCC(=O)N2CCN(C(=O)c3ccco3)CC2)cc1
→ 2%, 8, 1%, -4%, 0%, 3%, 4%, 13%, 3%, -6%, ·
- O=C(Nc1ccccc1O)c1ccc(NS(=O)(=O)c2cccc3cccnc23)cc1
→ 18%, -17, 9%, 3%, -36%, ?, 8%, ?, -8%, ?, ?
- Cc1cccc(NC(=O)CN2CCCCCC2)c1
→ 0%, 5, -7%, -6%, -22%, 6%, 5%, 16%, 2%, 1%, 2%
- CC(=O)c1c(C(C)=O)c(C)n(-c2ccc(O)cc2)c1C
→ -1%, 6, -8%, ·, -1%, 5%, 18%, ·, -5%, ·, 7%
- Cc1nn(C)c(C(=O)N2CCc3ccccc32)c1Br
→ -4%, -3, -11%, -5%, -4%, 0%, 2%, -18%, -16%, 2%, -2%
- CCOC(=O)c1c(-c2ccc(C)o2)csc1NC(=O)COC(=O)c1cccs1
→ 3.2µM*, -9, -1%, -1%, ?, -5%, 20µM*, -10%, 112%[activator], -1%, 30%
- CN(CC(=O)Nc1ccc(Cl)cc1)C(=O)CNC(=O)Cc1cccc2ccccc12
→ ·, 5, 2%, 0%, ·, -10%, ·, 15%, ·, 2%, ·
- O=C(c1ccc(F)cc1)N1CCC(n2nnc3ccccc32)CC1
→ -4%, -24, -8%, 4.5µM*, -29%, 2.7µM*, -4%, ?, -8%, 1.1µM*, ?
- C/C(=N\NC(=O)c1ccc(CSc2nc(C)cc(C)n2)cc1)C1CCCCC1
→ 5%, 3, ?, -2%, -11%, 0%, 1%, -7%, ·, -3%, -3%
- Cc1nnc(SCC(=O)N2CCc3ccccc32)n1-c1ccccc1
→ 2%, -20, -1%, ·, 22%, 2%, -7%, ·, -4%, ·, 3%

Compound activity from PubChem BioAssay.

An excerpt; the hit share may differ from the screen's.
